Screening results (PubChem)
JMJD2A Tudor: qHTS Assay for Inhibitors of JMJD2A-Tudor Domain | Lysine-specific demethylase 4A (Homo sapiens), O75164 | AlphaScreen JMJD2A-Tudor / H3K4me3 peptide binding | Potency, µM (top dose mostly 114 µM), for inactives: at the top dose activity change, negative = inhibition, most hits filed as inhibitors | hit rate 4.4% among 390,000 | AID 504339, 2011; also: potency is read from the fitted curve at half-maximal effect; % is scaled to controls: 0 for no effect and ±100 for the full control effect; nearly all actives have a fitted effect of over 50% in size
Target sequence (O75164 whole entry, looked up, the tested form may be a part): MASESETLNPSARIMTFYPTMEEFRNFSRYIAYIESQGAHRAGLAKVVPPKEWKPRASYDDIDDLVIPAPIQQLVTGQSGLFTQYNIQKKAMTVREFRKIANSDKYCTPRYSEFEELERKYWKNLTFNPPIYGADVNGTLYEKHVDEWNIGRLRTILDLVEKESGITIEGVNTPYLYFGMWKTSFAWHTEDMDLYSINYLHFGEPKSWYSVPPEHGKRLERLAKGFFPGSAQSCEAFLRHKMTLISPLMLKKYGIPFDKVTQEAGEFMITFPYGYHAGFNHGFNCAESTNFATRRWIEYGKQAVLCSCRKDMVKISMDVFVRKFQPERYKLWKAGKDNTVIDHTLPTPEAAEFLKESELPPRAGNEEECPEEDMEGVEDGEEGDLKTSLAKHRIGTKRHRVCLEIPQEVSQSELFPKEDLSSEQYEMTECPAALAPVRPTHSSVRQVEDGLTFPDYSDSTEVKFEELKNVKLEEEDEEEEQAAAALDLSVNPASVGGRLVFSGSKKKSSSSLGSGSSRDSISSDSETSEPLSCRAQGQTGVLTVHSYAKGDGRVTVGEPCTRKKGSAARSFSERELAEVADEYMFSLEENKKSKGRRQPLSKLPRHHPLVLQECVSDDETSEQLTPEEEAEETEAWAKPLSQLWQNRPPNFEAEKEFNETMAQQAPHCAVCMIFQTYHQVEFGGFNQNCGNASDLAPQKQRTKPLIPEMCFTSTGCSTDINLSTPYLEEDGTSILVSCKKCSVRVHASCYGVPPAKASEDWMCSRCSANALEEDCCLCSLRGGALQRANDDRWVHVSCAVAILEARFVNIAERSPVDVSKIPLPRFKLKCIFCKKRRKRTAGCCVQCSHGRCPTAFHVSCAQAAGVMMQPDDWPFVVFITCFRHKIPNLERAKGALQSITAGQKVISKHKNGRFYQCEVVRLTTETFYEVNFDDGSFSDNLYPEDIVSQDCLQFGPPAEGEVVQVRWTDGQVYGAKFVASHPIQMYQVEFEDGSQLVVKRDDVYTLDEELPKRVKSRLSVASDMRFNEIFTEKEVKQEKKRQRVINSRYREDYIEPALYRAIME
Pin1 inh: qHTS Assay to Find Inhibitors of Pin1 | hit rate 0.009% among 390,000 | Potency, µM (highest dose often 115 µM), without a hit: at the highest dose activity, negative = inhibition, hits mostly inhibitors | Pin1 FP peptide displacement, HiFluor488, 10 min; active = well fitted inhibition curve with a large enough effect in the polarisation, with a control signal flat, not every such curve was filed as active; inconclusive = small, poorly fitted or top-dose-only effect, or effect the other way, or a change in a side signal; inactive = no such curve, though single readings can be large or run the other way; the % refers to the polarisation; also: potency is read from the fitted curve at half-maximal effect; % is scaled to controls: 0 for no effect and ±100 for the full control effect
GLS inh: qHTS for Inhibitors of Glutaminase (GLS) | Potency, µM (titrated, usually from 45.5 µM), for inactives: top-dose activity change, negative = inhibition, hits mostly inhibitors | AID 624170, 2012 | GLS enzymatic activity, qHTS titration | hit rate 0.21% among 410,000 | Glutaminase kidney isoform, mitochondrial (Homo sapiens), O94925; also: potency is read from the fitted curve at half-maximal effect; % is scaled to controls: 0 for no effect and ±100 for the full control effect
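hKGA in 45 mM KH2PO4 (pH 8.2), 0.02% Tween-20 with compound, then 1mM L-Glutamine (stock as added) plus glutamate oxidase/HRP/Amplex red coupling mix. Fluorescence read initially and after 30 min at RT; signal change reflects glutamate formation.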
PI4K2A block: qHTS for small molecular inhibitors of PI4K2A; hit rate 0.13% among 420,000; activity change, negative = inhibition, % at 76.9 µM; purified PI4K2A, ADP-Glo luminescence, 1 h; hits give low values; Phosphatidylinositol 4-kinase type 2-alpha (Homo sapiens), Q9BTU6; in the data active = activity change below about -50%; inconclusive = mostly about -30% to -49%;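 also: -100% = wells without enzyme as full effect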
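In this quantitative HTS, ADP production by PI4K2A was quantified luminescently after 1 h at ambient temperature; 100 microM adenosine served as plate-quality control.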
BAZ2B block: qHTS Assay for Inhibitors of BAZ2B; Bromodomain adjacent to zinc finger domain protein 2B (Homo sapiens), Q9UIF8; AlphaScreen BAZ2B-H3K14Ac peptide displacement; Potency, µM (series often up to 114 µM), for the others: at the top dose activity change, negative = inhibition, actives largely listed as inhibitors; hit rate 4.4% among 360,000; AID 504333, 2011; also: potency is read from the fitted curve at half-maximal effect; % is scaled to controls: 0 for no effect and ±100 for the full control effect; nearly all actives have a fitted effect of over 60% in size
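BAZ2B (50 nM) with biotin-H3(5-23)K14Ac peptide (50 nM) in PBS pH 7.4, 0.01% Tween-20, preformed 30 min, then compound 30 min at room temperature; top concentration 110uM. AlphaScreen streptavidin donor/nickel chelate acceptor beads (10 ug/mL final), 20 min dark, signal read.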
Pol eta inh: qHTS for Inhibitors of Polymerase Eta; recombinant Pol eta, fluorescent DNA replication assay; Potency, µM (highest dose often 114 µM), for the others: top-dose activity change, negative = inhibition, actives largely listed as inhibitors; DNA polymerase eta (Homo sapiens), Q9Y253; hit rate 1.2% among 390,000; also: potency is read from the fitted curve at half-maximal effect; % is scaled to controls: 0 for no effect and ±100 for the full control effect
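Fluorescent replication assay: 50 nM final substrate added after a 15 min room-temperature compound preincubation with 10 nM enzyme. Signal taken at 0 min and again at 10 min.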
PGK inhibitor: qHTS Assay to Find Inhibitors of Phosphoglycerate Kinase; Phosphoglycerate kinase, glycosomal (Trypanosoma brucei brucei), P07378; PGK/GAPDH coupled, Kinase-Glo luminescence, 60 min; Potency, µM (doses to about 57.5 µM), without a hit: at the highest dose activity change, negative = inhibition, most hits filed as inhibitors; hit rate 0.043% among 380,000; AID 602233, 2012; also: potency is read from the fitted curve at half-maximal effect; % is scaled to controls: 0 for no effect and ±100 for the full control effect; nearly all actives have a fitted effect of over 60% in size
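Luminescent ATP detection (Kinase-Glo Plus) follows a 60-minute room-temperature incubation, with wells lacking PGK as controls. Buffer: 100 mM TEA (pH 7.6), 5 mM MgCl2, 0.01% Tween-20. Coupling enzyme GAPDH (100 nM final) supplies unstable 1,3-BPG in-well.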
G9a inh: qHTS Assay for Inhibitors of Histone Lysine Methyltransferase G9a. Potency, µM (titrated, usually from 102 µM), for the others: top-dose activity, negative = inhibition, actives largely listed as inhibitors. Histone-lysine N-methyltransferase EHMT2 (Homo sapiens), Q96KQ7. AID 504332, 2011. hit rate 8.8% among 350,000. G9a H3K9 monomethylation, AlphaScreen, 2 h; also: potency is read from the fitted curve at half-maximal effect; % is scaled to controls: 0 for no effect and ±100 for the full control effect; nearly all actives have a fitted effect of over 75% in size
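Signal arises when biotinylated H3K9 peptide, once monomethylated, bridges streptavidin donor and antibody-captured acceptor beads. Enzyme at 20 nM was preincubated 15 min with test compounds; peptide 500 nM and SAM 20 uM then reacted for 2 h.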
HP1b binding inh: HTS for Inhibitors of HP1-beta Chromodomain Interactions with Methylated Histone Tails; Chromobox protein homolog 1 (Homo sapiens), P83916; AlphaScreen HP1-beta / biotin-H3K9me3 peptide binding; Potency, µM (series often up to 114 µM), without a hit: at the highest dose activity change, negative = inhibition, most hits filed as inhibitors; hit rate 0.56% among 390,000; AID 540317, 2011; also: potency is read from the fitted curve at half-maximal effect; nearly all actives have a fitted effect of over 70% in size; inactives centre near 23
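HP1-beta protein (50 nM final) preincubated 30 min at room temperature with biotinylated H3(1-18)K9me3 peptide (50 nM) in PBS pH 7.4, 0.01% Tween-20, then compound added for 30 min. AlphaScreen streptavidin donor/nickel chelate acceptor beads (10 ug/mL final), 30 min dark, luminescence read.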
Starred values were filed as active, the others as inactive; i = inactive; ? = inconclusive; / = no result given; [ ] = dose if it differs, or a comment. Unless noted, calls follow the shape of the dose curve; as a rule, active = well fitted curve in the direction sought with a large enough effect; inconclusive = small, poorly fitted or top-dose-only effect, or another doubt; inactive = no such curve, though single readings can be large; an effect the other way counts as inactive or inconclusive. This is a subset, so the mix of outcomes need not match the whole.

SMILES | JMJD2A Tudor | Pin1 inh | GLS inh | PI4K2A block | BAZ2B block | Pol eta inh | PGK inhibitor | G9a inh | HP1b binding inh
Cc1nn(CC(=O)NCc2ccc(Cl)cc2)c(C)c1[N+](=O)[O-] | -0.7% | -1.3% | -0.3% | 3.7 | -21.5% | -19.0% | 2.3% | 8.7%[59 µM] | -0.2%
Cc1cc(-n2c(SCC(=O)NCc3cccs3)nc3n[nH]c(C)c3c2=N)ccc1Cl | -4.5% | 8.3% | -0.5% | 3.2 | -3.0%[57.1 µM] | -17.6% | -2.4% | 21.2% | 28.6%
Cc1ccc2c(c1)N(C(=O)CCC(=O)N1CCN(c3ccccn3)CC1)CC(C)O2 (stereo not given) | -9.2% | -0.2% | -3.2% | -7.5 | 3.7% | -1.8% | -2.7% | 20.6% | 32.7%
O=C(COc1ccc(Cl)cc1)NCCc1csc(-c2ccc(F)cc2)n1 | -11.8% | 0.3% | -6.3% | -0.7 | 0.7% | -0.4% | -2.5% | -5.0%[59 µM] | 18.3%[57 µM]
O=C(Cn1c(=O)c2ccccc2n2nncc12)Nc1cccc(F)c1 | -10.3% | -1.9% | 0.0% | 2.9 | -5.4% | 7.5% | -5.9% | -4.3%[59 µM] | 33.7%
COc1ccc(-n2cc(CNCCc3nc(C)cc(C)n3)c(-c3ccccc3Cl)n2)cc1 | -15.5% | -6.4% | -5.3% | 0.6 | -12.9% | -21.5% | i | 8.1% | 16.5%
O=c1n(Cc2ccccc2)c2cc(Cl)cnc2n1Cc1ccccc1 | 41.7%[activator] | 16.9% | -6.4% | 5.2 | 16.0% | -19.1% | 0.2% | 19.2%[59 µM] | 162.2%[activator]
Cc1ccc(N2CCN(C(=O)c3ccccc3NC(=O)c3ccccc3C(=O)O)CC2)cc1 | -19.5% | 2.9% | 21.8% | -1.7 | -36.1% | -11.4% | i | 56.2µM* | 24.0%
CCN(C(=O)CN1C(=O)S/C(=C\c2ccc(F)cc2)C1=O)C1CCS(=O)(=O)C1 (stereo not given) | -28.8% | 0.3% | -0.7% | -1.9 | 2.5% | -9.9% | -5.4% | -3.9% | -13.1%
COc1cccc(NC(=O)NC2CCN(CC(=O)Nc3ccccc3[N+](=O)[O-])CC2)c1 | ? | 3.1% | 0.0% | -0.5 | -9.1% | -9.0% | 8.2% | 38.7%[59 µM] | -25.7%
COc1cc(C(=O)NCCCCCCNC(=O)c2cc(OC)c(OC)c(OC)c2)cc(OC)c1OC | -10.6% | 2.9% | 0.5% | -19.3 | -4.6% | -1.2% | 1.1% | ? | 49.2%[activator]
Cc1ccc(N2CC(C)Cn3c2nc2c3c(=O)[nH]c(=O)n2C)cc1C (stereo not given) | -10.5% | 2.0% | -14.0% | 7.5 | -6.5% | -8.3% | i | 6.0% | 19.3%
CSc1ccc(S(=O)(=O)NC2CC3CCC2C3)cc1 (stereo not given) | -13.8% | -3.2% | -3.9% | 4.1 | 14.8% | -10.3% | i | / | 27.9%
CCc1cc2cc(C)c(C)cc2nc1SCC(=O)Nc1cc(C)on1 | 0.8%[11.4 µM] | -5.5% | -2.2% | 0.7 | -18.6% | -13.4% | i | 27.8% | 39.3%[activator]
Cc1cc(C(=O)COC(=O)c2ccc3c(c2)NC(=O)CS3)c(C)n1CCc1ccc(Cl)cc1 | -13.3% | -0.4% | 0.0% | -3.8 | -34.4% | -7.9% | 2.9% | -28.8%[59 µM] | 16.8%
COCCNc1nnc(SCC(=O)Nc2cc(-c3ccccc3)nn2-c2ccccc2)s1 | -35.6% | 12.8% | -6.9% | -1.2 | -37.8% | -11.6% | -4.0% | 79.4µM* | 15.1%
Cc1cccc(NC(=O)C2CCN(C(=O)c3ccco3)CC2)c1C | ? | 0.9% | 5.2% | 0.6 | -1.4% | 1.6% | 1.7% | -5.5% | 1.4%
CS(=O)(=O)N(CC(=O)Nc1ccc(S(=O)(=O)N2CCCC2)cc1)c1ccccc1F | -19.9% | -2.2% | 5.9% | 0.4 | 0.9% | -21.6% | -3.1% | 14.6%[59 µM] | 24.6%
COc1ccc(Cl)cc1C(=O)NNC(=O)CSc1nnc2ccccn12 | -8.4% | -9.7% | 5.3% | 7.0 | -13.7% | 10.7% | -9.3% | -32.0% | 23.5%
CCC(=O)N1CCCC(C(=O)c2ccc(-c3ccccc3)cc2)C1 (stereo not given) | -18.0% | 3.0% | 5.8% | -0.6 | 10.5% | -15.0% | 0.7% | 16.7% | 3.4%
Cc1cc(C(=O)OCC(=O)Nc2ccc(S(=O)(=O)N3CCOCC3)cc2)c(C)o1 | -6.1%[11.4 µM] | 0.0% | 3.0% | 5.0 | / | 2.8% | 3.8% | ? | 26.5%
COc1ccc(CCC(=O)N2CCCSC2=Nc2ccc(C(C)=O)cc2)cc1 | 5.4% | 2.1% | 1.2% | -1.8 | 6.2% | -5.3% | -6.4% | ? | 26.9%
Oc1c(Cl)cc(Cl)cc1/C=C/c1ccc2cccc(O)c2n1 | -7.6% | 77.3%[activator] | 1.1% | 3.1 | ? | -28.2% | -1.9% | -49.7% | 12.2%
CCN(Cc1ccccc1)S(=O)(=O)c1ccc(C(=O)Nc2nnc(C3CC3)o2)cc1 | -22.1% | -2.2% | 9.7% | 0.0 | ? | -14.6% | 4.6% | -1.7% | 42.0%

Rewritten as tab-separated lines: two of the compounds above
mol	JMJD2A Tudor	Pin1 inh	GLS inh	PI4K2A block	BAZ2B block	Pol eta inh	PGK inhibitor	G9a inh	HP1b binding inh
CS(=O)(=O)N(CC(=O)Nc1ccc(S(=O)(=O)N2CCCC2)cc1)c1ccccc1F	-19.9%	-2.2%	5.9%	0.4	0.9%	-21.6%	-3.1%	14.6%[59 µM]	24.6%
COc1ccc(Cl)cc1C(=O)NNC(=O)CSc1nnc2ccccn12	-8.4%	-9.7%	5.3%	7.0	-13.7%	10.7%	-9.3%	-32.0%	23.5%

(next part)
SMILES | JMJD2A Tudor | Pin1 inh | GLS inh | PI4K2A block | BAZ2B block | Pol eta inh | PGK inhibitor | G9a inh | HP1b binding inh
COc1ccc(/C=C/c2nnc(NC(=O)C(C)C)s2)cc1 | 13.4% | 7.0% | -16.6% | 2.0 | -2.6% | -11.8% | 5.4% | 17.2% | 36.9%[activator]
O=C(O)c1cc(S(=O)(=O)Nc2cc(Cl)ccc2Oc2ccccc2)ccc1O | -35.3% | ? | 11.1% | 5.3 | -32.7% | -13.6% | -14.6% | 15.8µM* | 9.8%
N#Cc1ccc(NC(=O)CCc2nc3ccccc3s2)cc1 | 10.6%[57.1 µM] | 8.1% | -7.5% | -1.6 | 3.8% | ? | i | 0.9%[59 µM] | 38.7%
COc1cc(CNCc2ccc(SC)cc2)cc(OC)c1 | 1.41µM* | 12.0% | 2.4% | -0.1 | ? | -19.2% | -9.5% | 22.4µM* | ?
Cc1ccccc1Oc1ccccc1N | -28.5% | -0.5% | 7.4% | 0.4 | ? | -12.7% | 1.8% | -39.7% | 16.5%
O=C1C=C(c2ccc3c(c2)oc2ccccc23)C[C@@H](c2ccc(Cl)cc2)C1 | -20.0% | 8.9% | 8.4% | -2.7 | 1.5% | -9.1% | -8.2% | 19.4%[2.33 µM] | 35.6%
c1ccc(CCc2cn(C[C@H]3CC[C@@H]([C@@H]4CC[C@H](Cn5cc(CCc6ccccc6)nn5)O4)O3)nn2)cc1 | ? | -4.9% | 5.2% | 2.1 | 4.3% | -10.1% | 19.1% | / | 17.9%
CCN=C(Nc1cccc(F)c1)SC1CC(=O)N(c2ccc(OC)cc2)C1=O (stereo not given) | -8.0% | -1.5% | -0.9% | 2.6 | -3.4% | -9.0% | / | -24.9% | 19.3%
CC(C)NC(=O)NS(=O)(=O)c1cnccc1N1CCCCC1 | -18.6% | -5.4% | 0.2% | 0.0 | -0.4% | 1.5% | i | -10.1%[59 µM] | 28.2%
Cc1ccc(-n2nnnc2SCC(=O)Nc2cccc(NC(=O)c3ccco3)c2)cc1C | -22.0% | 117.5%[activator] | 5.1% | 5.3 | -22.7% | -1.6% | 8.7% | -13.0% | 47.5%[activator]
O=C1[C@@H]2CSCN2C(=O)CN1Cc1cccc(C(F)(F)F)c1 | -3.5% | -0.1% | -3.4% | -0.3 | -1.7% | -28.9% | -6.9% | 1.2% | 12.7%
CC1CCN(CCNC(=O)C2CCCN(S(=O)(=O)c3cccc4nsnc34)C2)CC1 (stereo not given) | -12.4% | -8.4% | -1.0% | 0.7 | 4.2% | -14.3% | -9.5% | 9.9% | 24.4%
Cc1cccc(OC(=O)c2cccnc2)c1 | -7.5% | -0.1% | 7.1% | -0.7 | 5.0% | -11.3% | -2.4% | / | 20.8%
CS(=O)(=O)c1ccc(Cl)c(NC(=O)COC(=O)CCCN2C(=O)c3cccc4cccc(c34)C2=O)c1 | -16.3% | -5.7% | -1.4% | -1.1 | -3.8% | -4.0% | -8.6% | 3.8% | 1.7%
